SENP1 FRET inh: inhibitors of human SENP1 SUMO protease catalytic domain; Q9P0U3; recombinant SENP1 catalytic domain, CyPet-SUMO1-YPet FRET cleavage; AID 624204; actives 0.21% (n = 360,000); inhibition, % at 10 µM;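 active = inhibition at least 30% at 10 µM, raw YFP signal under a set limit, fluorescence ratio 0.5 to 1.5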;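 also: 0% = enzyme with DMSO and 100% = no enzyme wells; some results filed as inactive read as strong as hits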
Target sequence (Q9P0U3 419-644 limits assumed): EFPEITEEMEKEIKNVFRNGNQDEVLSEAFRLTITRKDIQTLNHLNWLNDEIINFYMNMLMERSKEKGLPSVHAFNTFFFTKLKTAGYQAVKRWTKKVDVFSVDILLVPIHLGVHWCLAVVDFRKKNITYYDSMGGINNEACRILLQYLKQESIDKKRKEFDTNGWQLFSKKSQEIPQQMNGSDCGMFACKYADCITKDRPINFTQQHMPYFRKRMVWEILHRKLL
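Test system: recombinant human SENP1 catalytic domain, His6-tagged / Medium: pH 8 Tris buffer with EDTA, NaCl, BME, BSA, NP40, catalase / Also added: SUMO1 FRET substrate flanked by Cypet and Ypet, 25 nM / Times: 50 min reaction at room temperature / Signal: FRET, CFP and YFP emission / Control set: no-enzyme low control and enzyme-plus-DMSO high control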
MIN6 prolif: induces beta-cell replication in MIN6 cells | proliferation, % at 10 µM | MIN6 cells proliferation, ATPlite luminescence, 48 h; cells starved in 0.2% serum; 100% = growth in 10% serum | actives 0.29% (n = 330,000) | AID 2380;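 active = compounds whose signal lies at least 3.5 SD above the mean of all wells on their plate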;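 also: 0% = DMSO-treated cells in low-serum medium and 100% = 10% serum control; some compounds called inactive have numbers as strong as hits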
NLRP3 yeast inh: NALP3 inhibition in yeast; inhibition, % at 10 µM; actives 0.39% (n = 330,000); Yeast reconstituted NLRP3/ASC/caspase-1, beta-gal luminescence, 24 h;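 active = inhibition of 50% or more; inactive = inhibition below 50%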;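 also: plate controls were induced DMSO wells for no effect and uninduced yeast grown without galactose for full effect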
A3G deaminase: inhibitors of human APOBEC3G DNA deaminase; actives 0.28% (n = 330,000); Q9HC16; inhibition, % at 20 µM; recombinant A3G, ssDNA deamination FAM/TAMRA fluorescence;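 active = inhibition of at least 40% at 20 µM, with no more than 30% in the related APOBEC3A deaminase screen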;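 also: plate controls were DMSO wells with A3G for no effect and wells lacking A3G enzyme for full effect; some compounds called inactive have numbers as strong as hits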
Target sequence (Q9HC16 whole entry, looked up): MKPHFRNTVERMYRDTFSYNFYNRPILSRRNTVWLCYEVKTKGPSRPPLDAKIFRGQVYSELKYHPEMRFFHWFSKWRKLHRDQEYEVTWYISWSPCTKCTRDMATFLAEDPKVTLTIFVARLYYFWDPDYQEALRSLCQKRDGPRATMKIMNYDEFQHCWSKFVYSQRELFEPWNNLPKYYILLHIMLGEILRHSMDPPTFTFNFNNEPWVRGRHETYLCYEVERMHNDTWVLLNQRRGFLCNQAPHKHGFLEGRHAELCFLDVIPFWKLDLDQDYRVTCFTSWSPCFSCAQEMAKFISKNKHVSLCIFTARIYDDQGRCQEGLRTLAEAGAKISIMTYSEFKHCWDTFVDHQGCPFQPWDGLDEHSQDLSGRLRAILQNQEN
hIAP activ: increases human intestinal alkaline phosphatase activity | purified human IAP, CDP-Star luminescence, 30 min; active compounds read high; 1 = vehicle-only enzyme, 0 = enzyme-free background | activation factor at 10 µM | actives 0.16% (n = 330,000) | AID 2524;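 active = activation factor of the enzyme at least 2-fold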; also: the source names both 10 and 20 µM as test concentration; values of inactives mirror those of a sister screen read the other way
mIAP block: blocks mouse intestinal alkaline phosphatase; purified mouse IAP, CDP-Star luminescence, 30 min; inhibition, % at 10 µM; actives 0.2% (n = 330,000); AID 2806;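 active = inhibition of at least 40% at 10 µM in the primary screen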;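 also: plate controls were DMSO with enzyme for no effect and no enzyme wells for full effect; values of inactives mirror those of a sister screen read the other way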
hIAP inh: blocks human intestinal alkaline phosphatase | purified IAP, CDP-Star luminescence, 30 min | inhibition, % at 10 µM | P09923 | AID 2544 | actives 0.12% (n = 330,000);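 active = inhibition reaching a set limit with compound at 10 µM in the primary screen, cut at about 35% in these data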;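 also: plate controls were DMSO wells with enzyme for no effect and no-enzyme buffer wells for full effect; values of inactives mirror those of a sister screen read the other way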
A3A deaminase: inhibitors of human APOBEC3A DNA deaminase. inhibition, % at 20 µM. recombinant A3A, FAM/TAMRA ssDNA deamination fluorescence. P31941. actives 0.41% (n = 330,000);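 active = at least 40% inhibition at 20 µM here, with at most 30% in a related deaminase screen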;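 also: plate controls were A3A with DMSO for no effect and wells lacking A3A enzyme for full effect; some results filed as inactive read as strong as hits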
Target sequence (P31941 whole entry, looked up): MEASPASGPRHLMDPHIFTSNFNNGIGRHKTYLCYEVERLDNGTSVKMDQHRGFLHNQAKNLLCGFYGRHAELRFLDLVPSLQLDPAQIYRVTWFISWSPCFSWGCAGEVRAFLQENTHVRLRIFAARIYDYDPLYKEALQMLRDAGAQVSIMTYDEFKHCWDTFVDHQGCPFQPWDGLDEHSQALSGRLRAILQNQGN
mIAP act: increases mouse intestinal alkaline phosphatase activity. muIAP, CDP-Star luminescence, 30 min; active compounds read high; 1 = vehicle-only enzyme signal, 0 = enzyme-free wells. activation factor at 10 µM. actives 0.24% (n = 330,000). AID 2805;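 active = activation factor of at least 2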; also: the source names both 10 and 20 µM as test concentration; values of inactives mirror those of a sister screen read the other way
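Assay system: mouse IAP enzyme; Reagent: CDP-Star chemiluminescent phosphatase substrate; Compound: DMSO-dissolved test compounds; Incubation: 30 min, room temperature; Technique: luminescence from enzymatic CDP-Star hydrolysis; Controls: DMSO-only wells and no-enzyme negative control.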
* = called active by the depositor.

SMILES | SENP1 FRET inh | MIN6 prolif | NLRP3 yeast inh | A3G deaminase | hIAP activ | mIAP block | hIAP inh | A3A deaminase | mIAP act
COc1cccc(CN2CCN(c3cccc(C(F)(F)F)c3)CC2)c1OC | -1 | -3 | -54 | -7 | 0.73 | 4 | 27 | -5 | 0.96
COc1ccc(N(C)S(=O)(=O)c2cccc(C(=O)Nc3ccc4c(c3)OCCO4)c2)cc1 | -1 | -1 | 6 | -6 | 0.99 | 6 | 1 | 2 | 0.94
O=C(CCSCc1ccc(Cl)cc1)NCCc1ccccc1 | 2 | 1 | 33 | -4 | 0.89 | -13 | 11 | 2 | 1.1
Cc1ccc(S(=O)(=O)NC(Cc2c[nH]c3ccccc23)C(=O)O)cc1 (stereo not given) | -3 | -3 | -2 | -1 | 0.91 | -8 | 9 | -2 | 1.1
O=C(NCc1nnc(SCC(=O)N2CCN(c3ccccc3)CC2)o1)c1ccccc1 | 0 | 1 | 10 | -11 | 0.84 | 2 | 16 | -4 | 0.98
CC(c1nc2ccccc2o1)N1C(=O)c2ccccc2C1=O (stereo not given) | 2 | -2 | 20 | -4 | 0.86 | 0 | 14 | -1 | 1
CCOC(=O)c1cccc(NS(=O)(=O)c2c(C)[nH]c(=O)[nH]c2=O)c1 | 3 | 2 | 1 | -4 | 0.97 | 10 | 2 | -3 | 0.9
CCN(CC)C(=O)CSc1nc2cc(S(=O)(=O)N3CCOCC3)ccc2n1CC | -2 | 5 | 12 | -10 | 0.92 | 8 | 8 | -4 | 0.92
CS(=O)(=O)Nc1nnc(SCC(=O)Nc2cccc([N+](=O)[O-])c2)s1 | 4 | 2 | 17 | -4 | 0.94 | 7 | 6 | -2 | 0.93
CCOC(=O)c1c(C)[nH]c(C(=O)OCC(=O)Nc2ccc(OC)c(Cl)c2)c1C | -9 | -3 | 4 | -3 | 0.94 | -14 | 6 | 0 | 1.1
O=S(=O)(c1ccc2ccccc2c1)N1CCCOC1 | -2 | 1 | 43 | -4 | 0.87 | -10 | 13 | -4 | 1.1
Cc1ccc(C)c(Cn2nnc3c(=O)[nH]c(C(=O)NCC4CCCO4)nc32)c1 (stereo not given) | 2 | 1 | -5 | -2 | 1.1 | 6 | -14 | 2 | 0.94
CC[C@H](C)[C@@H]1NC(=O)[C@H]([C@@H](C)CC)NC(=O)[C@@H](CC(C)C)NC(=O)[C@H](Cc2ccccc2)NC(=O)[C@H](Cc2ccccc2)NC(=O)[C@@H]2CCCN2C(=O)[C@@H]2CCCN2C(=O)[C@H](C(C)C)NC(=O)[C@H](CC(C)C)NC1=O | 4 | -6 | 22 | -6 | 1.2 | -25 | -20 | 3 | 1.2
CCOc1ccc(CNc2ccc(S(N)(=O)=O)cc2)cc1 | 2 | 2 | 7 | -6 | 1.1 | -2 | -11 | -2 | 1
CCOc1ccc(Nc2ncnc3c2cnn3Cc2ccccc2)cc1 | -1 | -2 | 9 | -4 | 1.1 | -20 | -6 | -2 | 1.2
COc1cc(C(=O)N(Cc2ccco2)Cc2cc3ccccc3[nH]c2=O)cc(OC)c1OC | -1 | 3 | 16 | -7 | 1.1 | 0 | -6 | -2 | 1
CN(C)CCNC(=O)c1ccc(CS(=O)(=O)c2c(Cl)cccc2Cl)o1 | 2 | 3 | 14 | -3 | 0.84 | 9 | 16 | 0 | 0.91
COc1ccc(CCNC(=O)c2c(-c3ccccc3)noc2C)cc1OC | 1 | 0 | 16 | -2 | 0.9 | -7 | 10 | 3 | 1.1
O=C(Nc1cc2c(oc1=O)CCCC2=O)c1cccc(Cl)c1 | 0 | -3 | 8 | -5 | 0.98 | -5 | 2 | -12 | 1.1
Cc1ccccc1OC/C(O)=C(\C#N)c1nc2ccccc2[nH]1 | -9 | -4 | 4 | -7 | 1.1 | 15 | -5 | -1 | 0.85
CCOC(=O)N1CCN(C(=O)C2CCCN(c3nc4ccc(OCC)cc4s3)C2)CC1 (stereo not given) | -1 | -1 | 15 | -4 | 1.2 | -10 | -19 | -4 | 1.1
Cn1nc(CC(=O)Nc2ccc3c(c2)OCCO3)c2ccccc2c1=O | 0 | -3 | -6 | -4 | 1.2 | -4 | -16 | 0 | 1
Cc1nn(CC(=O)Nc2ccc(Cl)cc2)c(=O)c2cc(-c3ccccc3)nn12 | 1 | -5 | 10 | -7 | 1.1 | 1 | -11 | -7 | 0.99
CCOC(=O)c1ccccc1NC(=O)CSc1nc(N)cc(=O)[nH]1 | 1 | 0 | -4 | -8 | 0.94 | -1 | 6 | -2 | 1
CC(C)N(C(=O)Nc1ccc2nccnc2c1)C(C)C | 6 | 2 | 4 | 0 | 1 | -5 | -1 | 0 | 1.1
Cc1cnc2cc(Cl)c(Cl)cc2n1 | 3 | -3 | -11 | -5 | 1.1 | -13 | -9 | -4 | 1.1
CCCc1cc(C(=O)Nc2cccc3ccccc23)n(C)n1 | 2 | 0 | 29 | -9 | 0.99 | 11 | 1 | -4 | 0.89
CCCCNC(=O)[C@H](CSCc1ccccc1)N1Cc2ccccc2C1=O | 0 | -3 | 9 | -6 | 0.96 | 7 | 4 | -2 | 0.93
CC(=O)Oc1ccc(C(=O)Nc2ccccc2NC(=O)c2ccc(OC(C)=O)cc2)cc1 | -1 | -3 | 13 | -5 | 0.97 | -4 | 3 | -1 | 1
CN(Cc1ccco1)C(=O)CN1C(=O)NC2(CCCC2)C1=O | 0 | 1 | 19 | 19 | 1.1 | -6 | -12 | 7 | 1.1
CS(=O)(=O)c1ccc(-c2sc3ccccc3c2C#CCCO)cc1 | 7 | -3 | 20 | 11 | 0.94 | 8 | 6 | 0 | 0.93
O=C(/C=C/Nc1ccc(F)cc1F)c1ccco1 | -43 | -5 | 18 | 1 | 1 | -4 | -4 | 11 | 1
COc1ccc(CC2(CO)CCN(C(C)COc3ccccc3)CC2)cc1 (stereo not given) | 0 | -2 | 20 | -6 | 1 | 4 | 0 | -1 | 0.96
CCN(CC(=O)NCc1ccc(F)cc1)CC(=O)Nc1ccccc1-c1ccccc1 | 2 | -2 | -2 | 22 | 1.2 | -19 | -18 | -2 | 1.2
COc1ccc(C(=O)NC(=S)N2CC(C)OC(C)C2)cc1 (stereo not given) | 0 | -3 | -2 | -1 | 1.1 | 0 | -9 | 0 | 1
O=C(NC12CC3CC(CC(C3)C1)C2)N1CCN(S(=O)(=O)c2ccc(Cl)cc2)CC1 | -1 | -4 | 0 | -6 | 0.92 | -6 | 8 | -5 | 1.1
COc1ccc(S(=O)(=O)N(CCc2ccccc2)CC(=O)N/N=C/c2ccc3c(c2)OCO3)cc1 | 2 | -5 | -3 | -10 | 1.1 | -9 | -7 | 1 | 1.1
CN(C(=O)c1ccc(NC(=O)Cc2ccc(NC(=O)C3CCN(C(=O)C4CC4)CC3)cc2)cc1)C1CC1 | 0 | -3 | 1 | -5 | 0.92 | -7 | 8 | 0 | 1.1
CCc1ccc(NC(=O)CCn2ccnc2C)cc1 | 2 | -1 | 12 | -4 | 1.1 | -1 | -6 | 1 | 1
COc1ccc(CNC(=O)c2cc(C(C)=O)c[nH]2)cc1 | -1 | -3 | 11 | -1 | 0.97 | -4 | 3 | 2 | 1
Cc1ccc(CNC(=O)Cc2nc3nc(C)cc(C)n3n2)cc1 | 1 | 0 | 9 | -3 | 1 | 2 | 0 | -5 | 0.98
CC(=O)Oc1cccc(Nc2ncnc3ccccc23)c1 | -1 | -1 | -4 | -3 | 0.94 | -9 | 6 | -8 | 1.1
C/C(=N\Nc1nc(N2CCOCC2)nc(N2CCOCC2)n1)c1cccs1 | 10 | -3 | 20 | -9 | 1.1 | -1 | -9 | -4 | 1
Oc1cc(O)c2c(c1)O[C@H](c1ccc(O)c(O)c1)[C@H](O)C2 | -162 | -2 | -9 | 3 | 0.81 | 82* | 19 | 2 | 0.18
CCCc1nc2n[nH]c(N)c2c2c1COC(C)(C)C2 | -2 | 6 | 10 | -2 | 1.1 | -3 | -6 | 6 | 1
CC(C)c1onc(C(=O)Nc2cccc(O)c2)c1[N+](=O)[O-] | -6 | -3 | 20 | -4 | 1.1 | 6 | -5 | 1 | 0.94
Cc1ccc(N2C(=O)C(c3c(C)[nH]n(-c4ccccc4)c3=O)(C(F)(F)F)C3=C2CC(C)(C)CC3=O)cc1 (stereo not given) | -1 | 1 | 20 | -5 | 0.9 | 4 | 10 | -1 | 0.95
Cc1ccc(N2C(=O)/C(=C/c3cccnc3)SC2=S)cc1 | 1 | 0 | 17 | 12 | 1.2 | 11 | -25 | -2 | 0.89
CC(Oc1ccccc1)C(=O)NC1C(=O)N2C1SC(C)(C)C2C(=O)O (stereo not given) | 1 | -2 | 5 | 2 | 0.87 | -4 | 13 | 2 | 1
CC1(C)Cc2c(sc3nc(SCC(=O)N4CCOCC4)nc(N)c23)CO1 | -1 | -1 | 0 | -4 | 1.2 | 1 | -16 | -4 | 0.99
COc1ccc(OCC(=O)Nc2ccc3c(c2)CCC3)cc1 | 3 | -4 | 47 | 3 | 1.1 | 0 | -13 | 0 | 1
CC1(c2ccc3c(c2)OCCCO3)NC(=O)N(CC(=O)NCCc2ccccc2)C1=O (stereo not given) | 3 | 4 | 11 | -9 | 1.1 | -2 | -10 | 0 | 1
c1cnc(-c2noc(CN3CCN(C4C5CC6CC(C5)CC4C6)CC3)n2)cn1 (stereo not given) | 2 | -2 | 2 | -8 | 0.92 | 6 | 8 | -8 | 0.94
Cc1c2cnn(CC(=O)NCCN3CCOCC3)c(=O)c2c(C)n1Cc1ccc(F)cc1 | -5 | -3 | -9 | -11 | 0.98 | -12 | 2 | -6 | 1.1
CS(=O)(=O)N(CC(=O)Nc1cccc(F)c1)Cc1ccccc1 | 0 | -4 | 4 | -7 | 1.1 | -5 | -8 | -4 | 1
Nc1nc2ccc(NC(=O)c3ccco3)cc2s1 | -4 | -3 | 17 | -6 | 1 | 0 | 0 | -2 | 0.99
COc1cc2cc(Oc3ccc4ccc(=O)oc4c3)c(=O)oc2cc1O[C@@H]1O[C@H](CO)[C@@H](O)[C@H](O)[C@H]1O | -23 | -1 | 11 | 18 | 0.79 | 7 | 21 | 16 | 0.93
Cc1ccc(Cn2ccsc2=NC(=O)COC(=O)C(C)C)cc1 | -5 | -7 | 19 | -2 | 0.76 | -6 | 24 | 18 | 1.1
O=C(NC1CCCCC1)[C@H](O)[C@@H](O)C(=O)NC1CCCCC1 | 2 | -2 | 10 | 0 | 1.1 | -10 | -6 | 7 | 1.1
COc1ccc(C(=O)c2c(NC(C)=O)sc3c2CCN(C(=O)OC(C)(C)C)C3)cc1 | 3 | 1 | 12 | -6 | 1.1 | 10 | -8 | -2 | 0.9

Structures above shown as hits in mIAP block.
mol	SENP1 FRET inh	NLRP3 yeast inh	A3G deaminase	hIAP activ	mIAP block	hIAP inh	A3A deaminase	mIAP act
Oc1cc(O)c2c(c1)O[C@H](c1ccc(O)c(O)c1)[C@H](O)C2	-162	-9	3	0.81	82*	19	2	0.18

These rows are one share of the data; rates above refer to the full screens.
